Runt-CBFb FRET – inhibitors of RUNX1 Runt–CBFb binding, primary screen, biochemical, FRET, Cerulean-Runt, Venus-CBFb, uHTS; Runt-related transcription factor 1 (Homo sapiens) + Core-binding factor subunit beta …; Cerulean-Runt/Venus-CBFb FRET ratio 530/480, 1 h; inhibition, % at 20 µM; 220,000 tested, 0.46% active; AID 1496, 2009;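 active means inhibition over about 50% at 20 µM in the single-dose screen, limit read from the data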;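 further: 0% = DMSO wells and 100% = excess unlabeled CBFb competitor control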
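System: Cerulean-labeled Runt domain protein | Quantity: 100 nM of each labeled protein | Schedule: 1 h compound exposure, room temperature | Detection: Fluorescence energy transfer, 422 nm excitation, 530/480 nm emission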
NPY1 pot ag – NPY-Y1 receptor potentiators or agonists, primary screen, cell-based; Neuropeptide Y receptor type 1 (Homo sapiens), P25929; NPY-Y1 expressing cells, potentiator/agonist activation; activation, % at 3.6 µM; 220,000 tested, 0.37% active; in the data active means activation above about 33%, passing the limit was not always enough;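 further: cells stimulated with NPY at EC10 then isoproterenol at EC100; 0% = low agonist plus stimulus and 100% = saturating agonist plus stimulus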
Target sequence (P25929 whole entry, looked up): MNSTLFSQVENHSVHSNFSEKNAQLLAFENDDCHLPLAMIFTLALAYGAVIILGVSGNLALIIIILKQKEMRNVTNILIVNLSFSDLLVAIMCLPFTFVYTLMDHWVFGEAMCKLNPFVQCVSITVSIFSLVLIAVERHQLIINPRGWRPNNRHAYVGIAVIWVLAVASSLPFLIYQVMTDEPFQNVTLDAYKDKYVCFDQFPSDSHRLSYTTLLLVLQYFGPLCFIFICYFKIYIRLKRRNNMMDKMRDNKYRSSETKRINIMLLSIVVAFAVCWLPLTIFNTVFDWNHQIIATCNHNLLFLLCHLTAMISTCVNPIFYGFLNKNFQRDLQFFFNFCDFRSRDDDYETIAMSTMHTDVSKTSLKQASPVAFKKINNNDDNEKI
NPY-Y1 antag – NPY-Y1 receptor antagonists, primary screen, cell-based | inhibition, % at 3.6 µM | HEK293-CNG Y1 cells, membrane potential fluorescence; NPY at EC95, then isoproterenol | AID 1040, 2008 | 200,000 tested, 1% active;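 active means inhibition above the campaign mean inhibition of all tested compounds plus 3 SD, cut at about 20% in these data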;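 further: 0% = DMSO wells given NPY plus isoproterenol and 100% = isoproterenol alone without NPY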
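Assay system: HEK293 Y1/CNG channel cell line; Doses: single compound dose of 3.6 µM, 0.4% DMSO; Timing: dye 3 h, compound 60 min room temperature, stimulation 45 min; Technique: Membrane-potential fluorescent dye readout; Measure: % inhibition of NPY effect.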
BaF3 parental – parental Ba/F3 cell viability inhibition, counter-screen for JAK2V617F inhibitor project, murine pro-B, CellTiter-Glo luminescence. CellTiter-Glo ATP luminescence. inhibition, % at 5.6 µM. 220,000 tested, 1.1% active;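 active means inhibition above a per-campaign cutoff, the mean inhibition of all tested compounds plus 3 SD, cut at about 27% in these data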;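 further: 0% = DMSO wells and 100% = JAK Inhibitor I control wells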
NPY-Y2 PAM-ag – NPY-Y2 potentiators or agonists, primary screen, cell-based; cells expressing NPY-Y2, potentiator/agonist read-out; Neuropeptide Y receptor type 2 (Homo sapiens), P49146; activation, % at 3.6 µM; AID 1359, 2008; 220,000 tested, 0.45% active; in the data active means activation above about 27%;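 further: cells stimulated with NPY near EC25 plus isoproterenol at EC100; 0% = vehicle plus submaximal agonist and 100% = vehicle plus saturating agonist; some results beyond the cut were filed as inactive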
Target sequence (P49146 whole entry, looked up): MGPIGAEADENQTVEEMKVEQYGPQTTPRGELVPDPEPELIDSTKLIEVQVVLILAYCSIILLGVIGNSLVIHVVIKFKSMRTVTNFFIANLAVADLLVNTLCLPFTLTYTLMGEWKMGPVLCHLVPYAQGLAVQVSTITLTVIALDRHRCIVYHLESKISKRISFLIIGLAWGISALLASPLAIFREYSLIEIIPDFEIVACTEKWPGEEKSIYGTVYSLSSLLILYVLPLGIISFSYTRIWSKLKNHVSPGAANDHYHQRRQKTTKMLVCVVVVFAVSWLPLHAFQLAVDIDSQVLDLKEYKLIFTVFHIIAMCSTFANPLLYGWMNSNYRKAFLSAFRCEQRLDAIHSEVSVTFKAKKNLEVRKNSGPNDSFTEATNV
Ba/F3 V617F tox – reduced viability of JAK2V617F-dependent Ba/F3 cells, primary screen, JAK2V617F inhibitor project, cell-based, Ba/F3 EpoR-JAK2V617F, luminescence. ATP luminescence. inhibition, % at 5.6 µM. 220,000 tested, 1.1% active;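 active means inhibition above the campaign mean plus 3 SD over all tested compounds, cut at about 24% in these data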;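 further: cytokine-independent growth of Ba/F3 cells driven by EpoR plus mutant JAK2; 0% = DMSO-treated cells and 100% = JAK inhibitor I control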
RBBP9 inhibitor – human RBBP9 inhibitors, primary screen, biochemical, fluorescence polarization, FP-Rh probe, HTS. recombinant RBBP9. 220,000 tested, 0.2% active. Serine hydrolase RBBP9 (Homo sapiens), O75884. inhibition, % at 7.94 µM;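 active means inhibition above the campaign mean of all tested compounds plus 3 SD, cut at about 14% in these data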;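 further: plate controls were DMSO wells with RBBP9 for no effect and wells lacking RBBP9 protein for full effect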
Target sequence (O75884 whole entry, looked up): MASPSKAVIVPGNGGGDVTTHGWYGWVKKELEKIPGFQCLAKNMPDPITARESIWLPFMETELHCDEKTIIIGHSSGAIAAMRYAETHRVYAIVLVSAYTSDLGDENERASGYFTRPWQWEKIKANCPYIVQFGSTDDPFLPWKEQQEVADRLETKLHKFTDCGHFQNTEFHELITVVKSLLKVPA
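System: RBBP9 protein / Quantity: 2.5 µM RBBP9 dispensing solution, before mixing / Also added: Serine-hydrolase probe FP-Rh, 375 nM pre-mixing / Dosing: 7.94 µM single dose, 0.794% DMSO / Timing: enzyme-compound preincubation 30 min, then probe labeling 45 min, 25 °C / Signal: FP readout at 525/598 nm / Controls: DMSO-treated enzyme wells and wells lacking RBBP9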
S1P4 antag – S1P4 receptor antagonists, primary screen, cell-based. S1P4-expressing cells, antagonist mode, reporter read-out. inhibition, % at 4.98 µM. 220,000 tested, 0.26% active. Sphingosine 1-phosphate receptor 4 (Homo sapiens), O95977; in the data active means inhibition above about 29%;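 further: 0% = wells stimulated with agonist and 100% = vehicle wells without agonist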
S1P4 agonist – S1P4 receptor agonists, primary screen, cell-based. 220,000 tested, 0.35% active. activation, % at 4.98 µM. S1P4-expressing cell line, agonist reporter assay; in the data active means activation above about 11%;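 further: 0% = DMSO vehicle and 100% = reference agonist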
Numbers without * were called inactive; · = not tested or not shown.

SMILES	Runt-CBFb FRET	NPY1 pot ag	NPY-Y1 antag	BaF3 parental	NPY-Y2 PAM-ag	Ba/F3 V617F tox	RBBP9 inhibitor	S1P4 antag	S1P4 agonist
CC(=O)Nc1ccc(S(=O)(=O)N(C)Cc2ccccc2)cc1	-2	1	5	4	6	1	-4	-6	-1.6
O=[N+]([O-])c1ccc(Nc2nc(NCCO)nc(N3CCCC3)n2)cc1	0	19	-5	-1	11	-4	4	5	0.6
CCC/C(O)=C1\C(=O)CC(c2ccccc2)CC1=NC (centres undefined)	0	-9	2	7	4	0	2	-11	-2.1
O=C(CCS(=O)(=O)c1cccc2nsnc12)N1CCN(Cc2ccc3c(c2)OCO3)CC1	-6	6	-1	3	-14	3	2	-11	-0.6
O=Cc1cccc(OC(=O)c2ccc(Cl)cc2Cl)c1	-2	9	-1	7	-5	-2	0	8	3.8
Cc1ccc(C(C)NC(=O)/C(C#N)=C\c2c(C)[nH]c3ccccc23)cc1 (centres undefined)	-2	-25	8	2	-9	-3	-7	-3	-3.1
O=C(NC1CCCC1)C1CC(=O)N(CCc2ccccc2)C1 (centres undefined)	1	11	2	5	-2	1	-5	-2	-1.9
O=C(Cc1cccs1)NCCn1ccc2ccccc21	2	-1	-1	3	16	-4	2	1	-0.7
O=S(=O)(NCC1CCCO1)c1ccc2c(c1)OCCO2 (centres undefined)	5	-3	-1	0	14	-1	-1	-4	-0.3
CC1SCC(=NOCc2ccccc2)CS1 (centres undefined)	-1	11	·	0	-2	-1	-6	-11	1.5
Cc1c(NC(=O)Nc2ccc3c(c2)OCO3)c(=O)n(-c2ccccc2)n1C	3	-14	-1	4	0	-1	3	-28	2.0
CCOC(=O)c1ccc(NC(=O)C(=O)NCCc2ccc(OC)cc2)cc1	1	-1	4	5	2	1	-1	-18	-1.5
CN(C)S(=O)(=O)c1cccc(C(=O)NC(=S)N(CCC#N)Cc2cccnc2)c1	1	19	2	2	2	-2	-3	10	-0.4
Cc1[nH]c(=O)[nH]c(=O)c1/C=N/NC(=O)CCCCCNC(=O)OC(C)(C)C	3	11	·	0	7	-6	4	3	-0.7
CC(=O)N1CCN(c2ccc(NCc3ccc(C)s3)cc2)CC1	11	17	2	4	8	-2	-3	-8	-1.2
O=C1CC(SCc2nc3ccccc3[nH]2)C(=O)N1c1ccc(F)c(Cl)c1 (centres undefined)	9	-15	3	6	-6	-1	0	-7	-0.4
CN(C)Cc1c(-c2ccc(Cl)cc2)nc2ccc(Cl)cn12	-1	-25	8	4	-4	-1	-3	0	-1.6
CC1COC(C)(CC(=O)NN2C(=O)c3ccccc3C2=O)O1 (centres undefined)	·	4	0	4	0	0	-9	-2	1.6
C=CCNC(=S)NNC(=O)c1ccccc1	0	-8	2	3	3	3	-11	-1	-2.7
CCOC(=O)c1cccnc1SCC(=O)N(CC)c1cccc(C)c1	2	19	10	6	4	-1	-5	-1	2.4

In a second layout: two of the compounds above.
Every second line gives: Runt-CBFb FRET, NPY1 pot ag, NPY-Y1 antag, BaF3 parental, NPY-Y2 PAM-ag, Ba/F3 V617F tox, RBBP9 inhibitor, S1P4 antag, S1P4 agonist
C=CCNC(=S)NNC(=O)c1ccccc1
 : 0, -8, 2, 3, 3, 3, -11, -1, -2.7
O=C(Cc1cccs1)NCCn1ccc2ccccc21
 : 2, -1, -1, 3, 16, -4, 2, 1, -0.7

Following part
SMILES	Runt-CBFb FRET	NPY1 pot ag	NPY-Y1 antag	BaF3 parental	NPY-Y2 PAM-ag	Ba/F3 V617F tox	RBBP9 inhibitor	S1P4 antag	S1P4 agonist
Oc1c(CN2CCc3ccccc3C2)cc(Cl)c2cccnc12	3	9	0	4	5	0	-3	-4	-0.2
Cc1ccc(-n2ncc3c(=O)n(CC(=O)N4CCCCCC4)cnc32)cc1	1	17	4	-1	-1	-6	0	-22	-0.1
O=[N+]([O-])c1ccc(SCc2ccco2)cc1N1CCOCC1	8	7	0	3	18	0	-1	-26	0.1
Cc1cccc(NC(=S)NC2CC3CCCC(C2)N3CC(C)C)c1C (centres undefined)	-2	-9	6	3	-21	2	-6	-3	3.2
O=C(N/N=C/c1ccccc1)c1[nH]c2ccc(Br)cc2c1-c1ccccc1	1	-6	4	0	3	-2	-2	-5	3.0
CCOC(=O)C1CCCN(C(=O)c2ccc(Cl)cc2)C1 (centres undefined)	0	14	0	5	11	-2	0	12	0.0
CCOCC(=O)Nc1cc(S(=O)(=O)N2CCOCC2)ccc1N1CCCCC1	7	-2	2	9	5	1	2	-2	0.6
Oc1nc(-c2ccc(Br)cc2)n2ccncc12	0	1	0	2	2	-2	0	-6	-0.1
COCCn1nnnc1C(c1ccc(C)cc1)N1CCN(Cc2ccc3c(c2)OCO3)CC1 (centres undefined)	-3	-4	1	2	5	-1	-1	11	-0.1
CC1(C(=O)NCCN2CCOCC2)C=CC2(CCCCC2)N1C(=O)c1ccccc1 (centres undefined)	-2	-16	6	6	12	-2	-9	8	1.8
COc1cc(CN(C(=S)NCC(=O)N2CCCC2)C2CCCC2)cc(OC)c1OC	1	6	2	5	-9	1	0	-33	1.1
COc1ccc(/C=N/Nc2nc(N)cc(Cl)n2)cc1OC	2	2	4	12	-26	2	1	-6	0.4
CC(C)n1c(=S)[nH]c2c1c(=O)[nH]c(=O)n2C	31	10	2	8	-11	3	4	17	-0.8
O=C(CN1C(=O)C2CC=CCC2C1=O)OCc1cc(=O)n2cc(Br)ccc2n1 (centres undefined)	-2	-15	3	0	-7	3	-6	-12	-0.7
CCCC(C)C(=O)Nc1ccc(Cl)cc1Cl (centres undefined)	0	-16	9	3	-3	4	-8	5	2.2
c1ccn2cc(CSc3nnc4ccccn34)nc2c1	-2	-1	0	-1	5	-2	-11	7	1.3
OCC1CCCN(C(=S)Nc2ccc(Nc3ccccc3)cc2)C1 (centres undefined)	2	14	-5	7	-3	2	-5	16	0.1
CCC(C)C(NC(=O)OCc1ccccc1)C(=O)OCN1C(=O)c2ccccc2C1=O (centres undefined)	-2	-13	7	4	-5	0	1	-6	-0.5
O=C(Cn1cc2c(n1)CCCC2)NCCCN1CCCC1	3	-5	-2	7	2	-3	-1	-16	0.4
S=C(NCc1ccccn1)Nc1cccc(Cl)c1	0	3	0	1	-14	-3	-6	10	-2.5
O=C(CNCc1ccc(Cl)cc1)Nc1ccc2c(c1)OCCO2	2	-36	15	1	-7	1	-8	-9	0.7
CCCC(=O)N1CCCC(c2nc(-c3cccs3)no2)C1 (centres undefined)	-2	2	-1	6	6	5	-5	-11	1.4
CN(C)C(=S)Nc1cccc(F)c1	-2	-16	·	-1	0	-4	1	8	0.5
COc1ccc(C/C(=N\O)c2ccc(OC)cc2)cc1	-4	16	0	2	-13	3	-4	1	-1.1
OC1=C(O)c2nc3cc(F)ccc3nc21	-2	-11	·	-2	-1	4	-5	5	-0.1
CN(C)/C=C1/Nc2ccccc2C1=O	7	3	-4	9	10	-4	3	8	0.9
COCCn1c(C)cc(C(=O)COC(=O)c2ccc(N3CCCC3=O)cc2)c1C	1	-27	-4	-1	-15	-3	-4	-16	0.8
CCn1c2ccccc2c2cc(/C=N/NC(=O)c3ccc(O)cc3)ccc21	-2	-16	9	5	-6	1	-14	-9	2.1
COc1ccc(CNCC(=O)Nc2cccc(S(N)(=O)=O)c2)cc1	2	-8	0	12	6	1	5	-14	3.5
COc1ccccc1NC(=O)CSc1nnnn1Cc1ccccc1	-2	-1	6	3	-8	-3	-3	8	0.3
Cc1cc(Nc2cc(C)on2)n2ncnc2n1	0	11	6	2	8	0	-10	-14	0.1
S=C(NCc1ccccn1)Nc1ccccc1	0	12	-6	1	4	-1	-7	3	1.1
Cc1nnc(SCC(=O)NCc2ccccc2Cl)n(N)c1=O	0	-7	3	3	0	-2	-9	-9	-0.6
C(=N\n1cnnc1)/c1ccc(OCc2ccccc2)cc1	-2	9	-3	7	-1	-2	7	-12	-0.2
Cc1ccc(NC(=O)COC(=O)CCc2nc3ccccc3c(=O)[nH]2)cc1Cl	-2	1	4	8	-13	7	-5	-11	-3.1
CC(C)Cn1c(N)c(C(=O)COC(=O)c2cccc(Cl)c2)c(=O)n(C)c1=O	0	-6	14	10	-15	2	-6	-3	-1.7
O=C(O)CCC(=O)NN1C(=O)c2ccccc2NC1c1ccc(F)cc1 (centres undefined)	5	-13	·	0	-9	3	-5	8	-1.5
O=C(CN1CCN(S(=O)(=O)c2ccc3ccccc3c2)CC1)NC(=O)NC1CCCCC1	-1	25	-2	3	9	0	-8	7	-2.3
Cc1ccc(/C=N\Nc2nc3ccc(Cl)cc3[nH]2)o1	1	-20	-1	1	-1	-2	5	6	1.9
COc1ccc(/C=C2/C(=O)OCc3cc(OC)c(OC)cc32)cc1	-2	-40	9	28*	-8	57*	-6	-15	1.3
CC1=NN(C(N)=S)C(=O)C1N=Nc1ccccc1C (centres undefined)	-5	17	1	1	9	-3	-8	-22	0.7
O=Cc1cn(CC(=O)NCC2CCCO2)c2ccccc12 (centres undefined)	0	2	1	4	-6	-1	-13	-11	-0.9
CCCC(CCC)c1nc2ccncc2[nH]1	-1	5	4	8	15	0	-6	-7	-1.1
COc1ccc(Cn2cc(F)c(=O)n(C)c2=O)cc1[N+](=O)[O-]	4	-1	·	2	0	2	-6	-2	0.3
CC(=O)C1=C(C)N(Cc2ccco2)C(=O)C1(NC(=O)C1CCCCC1)C(F)(F)F (centres undefined)	4	3	-1	7	9	2	-12	-7	0.1
O=C(O)/C=C\C(=O)Nc1ccc(Oc2ccccc2)cc1	·	-1	-3	1	2	-2	0	-5	1.9
Cc1nc2nc[nH]n2c(=O)c1NS(=O)(=O)c1ccc([N+](=O)[O-])cc1	-1	10	-6	5	4	0	6	-16	0.0
COc1ccc2c(Cl)c(C(=O)NCCCn3ccnc3)sc2c1	2	-8	4	5	-10	-5	3	-10	1.3
CCCCc1c(O)nc2sc3cc(OC)ccc3n2c1=O	-2	-5	0	4	-4	1	-11	18	-0.1

Screening data as filed in PubChem.
